# TcdB GH inh: TcdB glycohydrolase inhibitors, primary screen, biochemical, single point, plate reader | inhibition, % at 9.99 µM | 350,000 tested, 0.24% active | TcdB glycohydrolase enzymatic assay | Toxin B (Clostridioides difficile), P18177; in the data active = inhibition above about 10%
# Target sequence (P18177 whole entry, looked up): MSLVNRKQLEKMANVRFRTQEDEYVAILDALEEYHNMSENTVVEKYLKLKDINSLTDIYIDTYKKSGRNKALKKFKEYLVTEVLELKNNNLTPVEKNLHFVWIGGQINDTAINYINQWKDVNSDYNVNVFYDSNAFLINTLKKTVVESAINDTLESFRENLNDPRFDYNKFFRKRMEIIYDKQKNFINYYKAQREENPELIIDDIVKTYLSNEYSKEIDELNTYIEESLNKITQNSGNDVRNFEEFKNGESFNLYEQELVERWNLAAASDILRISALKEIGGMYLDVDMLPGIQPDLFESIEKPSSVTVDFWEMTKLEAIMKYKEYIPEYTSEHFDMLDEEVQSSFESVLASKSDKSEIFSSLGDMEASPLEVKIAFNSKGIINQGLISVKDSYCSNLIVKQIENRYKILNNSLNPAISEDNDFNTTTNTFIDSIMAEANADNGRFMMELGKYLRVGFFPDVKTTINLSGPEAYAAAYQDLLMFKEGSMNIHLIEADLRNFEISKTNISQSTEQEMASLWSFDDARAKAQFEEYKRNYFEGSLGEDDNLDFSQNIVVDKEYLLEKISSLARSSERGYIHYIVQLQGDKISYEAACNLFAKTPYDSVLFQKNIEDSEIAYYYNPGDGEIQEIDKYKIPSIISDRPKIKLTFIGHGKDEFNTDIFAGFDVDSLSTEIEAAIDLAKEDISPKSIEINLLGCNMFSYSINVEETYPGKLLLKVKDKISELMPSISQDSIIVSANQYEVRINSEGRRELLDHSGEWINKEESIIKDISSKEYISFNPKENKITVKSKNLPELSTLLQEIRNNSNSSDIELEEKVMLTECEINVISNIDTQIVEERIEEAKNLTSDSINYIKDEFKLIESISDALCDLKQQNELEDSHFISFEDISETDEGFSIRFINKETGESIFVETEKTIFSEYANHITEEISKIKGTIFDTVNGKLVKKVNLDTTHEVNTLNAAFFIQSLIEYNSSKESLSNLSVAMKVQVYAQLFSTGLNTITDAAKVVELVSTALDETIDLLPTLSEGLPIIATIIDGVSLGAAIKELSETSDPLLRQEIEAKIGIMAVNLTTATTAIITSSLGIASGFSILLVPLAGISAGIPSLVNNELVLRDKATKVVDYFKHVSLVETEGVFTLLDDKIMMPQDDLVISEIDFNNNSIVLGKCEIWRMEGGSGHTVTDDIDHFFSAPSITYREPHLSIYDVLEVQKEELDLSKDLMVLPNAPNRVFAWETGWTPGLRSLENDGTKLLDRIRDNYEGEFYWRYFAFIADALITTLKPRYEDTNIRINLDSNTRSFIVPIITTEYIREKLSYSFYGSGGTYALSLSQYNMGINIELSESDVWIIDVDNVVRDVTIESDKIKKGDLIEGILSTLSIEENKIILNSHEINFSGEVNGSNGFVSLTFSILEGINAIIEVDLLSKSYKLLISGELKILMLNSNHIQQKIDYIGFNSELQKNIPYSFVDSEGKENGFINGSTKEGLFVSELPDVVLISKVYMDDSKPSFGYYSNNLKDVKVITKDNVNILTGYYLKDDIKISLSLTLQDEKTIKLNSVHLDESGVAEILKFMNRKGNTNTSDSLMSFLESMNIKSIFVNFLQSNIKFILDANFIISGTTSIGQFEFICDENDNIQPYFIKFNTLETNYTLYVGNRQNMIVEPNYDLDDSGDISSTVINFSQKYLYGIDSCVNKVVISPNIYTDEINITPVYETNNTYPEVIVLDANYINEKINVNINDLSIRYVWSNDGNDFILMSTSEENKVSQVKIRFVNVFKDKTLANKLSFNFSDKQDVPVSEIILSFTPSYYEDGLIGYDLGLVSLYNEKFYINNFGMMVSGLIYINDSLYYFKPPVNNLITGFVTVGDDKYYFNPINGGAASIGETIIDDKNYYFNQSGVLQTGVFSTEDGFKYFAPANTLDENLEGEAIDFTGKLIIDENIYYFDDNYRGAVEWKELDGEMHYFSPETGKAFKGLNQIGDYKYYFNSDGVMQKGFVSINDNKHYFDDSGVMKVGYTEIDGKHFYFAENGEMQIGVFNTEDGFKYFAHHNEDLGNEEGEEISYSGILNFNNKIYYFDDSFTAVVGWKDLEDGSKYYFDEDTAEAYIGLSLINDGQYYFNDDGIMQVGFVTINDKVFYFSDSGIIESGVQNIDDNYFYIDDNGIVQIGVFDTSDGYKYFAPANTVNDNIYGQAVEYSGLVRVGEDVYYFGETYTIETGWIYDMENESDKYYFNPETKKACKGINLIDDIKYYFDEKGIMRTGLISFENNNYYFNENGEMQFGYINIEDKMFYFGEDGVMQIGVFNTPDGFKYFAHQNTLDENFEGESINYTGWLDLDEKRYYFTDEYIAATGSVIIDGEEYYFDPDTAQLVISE
# * marks the source's active call; other numbers are inactive results. An excerpt; the hit share may differ from the screen's.
SMILES,TcdB GH inh
COc1ccc(NC(=O)N(C)C[C@H]2OCCCC[C@@H](C)Oc3ccc(NS(C)(=O)=O)cc3C(=O)N([C@@H](C)CO)C[C@@H]2C)cc1,0.1
O=C(Cc1ccccc1)N1CC2(C1)[C@H](c1ccccc1)[C@H](CO)N2Cc1cccc(F)c1,0.0
C[C@@H]1CN([C@H](C)CO)S(=O)(=O)c2ccc(/C=C/c3ccccc3)cc2O[C@@H]1CN(C)C(=O)NC1CCCCC1,0.1
C[C@H](CO)N1C[C@H](C)[C@H](CN(C)Cc2ccc(-c3ccccc3)cc2)Oc2c(NC(=O)Nc3ccc4c(c3)OCO4)cccc2C1=O,-0.2
C[C@H]1CCCCO[C@@H](CN(C)C(=O)c2ccncc2)[C@@H](C)CN([C@@H](C)CO)C(=O)c2cc(NS(=O)(=O)c3ccccc3)ccc2O1,0.2
COc1ccccc1-c1ccc([C@@H]2[C@H](CO)N(C(C)=O)C23CN(C(C)=O)C3)cc1,0.4
O=C(C[C@H]1C[C@@H]2c3cc(NC(=O)CC4CC4)ccc3O[C@@H]2[C@@H](CO)O1)NCC(F)(F)F,0.1
C[C@@H]1CN([C@H](C)CO)C(=O)c2cc(-c3cncnc3)cnc2O[C@@H]1CN(C)C(=O)Cc1ccccc1,0.1
C[C@@H]1CN([C@H](C)CO)C(=O)Cc2cc(NS(C)(=O)=O)ccc2O[C@H]1CN(C)C(=O)NC1CCCCC1,-1.4
O=C(C[C@@H]1C=C[C@@H](NS(=O)(=O)c2ccccc2)[C@H](CO)O1)NCCN1CCCCC1,3.5
C[C@H](CO)N1C[C@H](C)[C@H](CN(C)S(C)(=O)=O)Oc2c(NS(=O)(=O)c3cccs3)cccc2C1=O,-0.1
C[C@@H]1CCCCO[C@H](CN(C)C(=O)Nc2ccc(C(F)(F)F)cc2)[C@@H](C)CN([C@@H](C)CO)C(=O)c2cc(NC(=O)C3CCCCC3)ccc2O1,-0.5
C[C@@H]1CN([C@H](C)CO)S(=O)(=O)c2ccc(C#CCC3CCCC3)cc2O[C@@H]1CN(C)C(=O)CN(C)C,0.1
CO[C@@H]1CN(C)C(=O)c2ccc(NC(=O)Nc3ccccc3F)cc2OC[C@@H](C)N(C)C[C@@H]1C,0.8
C[C@H]1CCCCO[C@H](CN(C)Cc2ccccc2)[C@@H](C)CN([C@@H](C)CO)C(=O)c2cc(NC(=O)Nc3cccc4ccccc34)ccc2O1,-0.3

# Another view of 7 compounds above:
mol | TcdB GH inh
COc1ccccc1-c1ccc([C@@H]2[C@H](CO)N(C(C)=O)C23CN(C(C)=O)C3)cc1 | 0.4
O=C(C[C@H]1C[C@@H]2c3cc(NC(=O)CC4CC4)ccc3O[C@@H]2[C@@H](CO)O1)NCC(F)(F)F | 0.1
C[C@@H]1CN([C@H](C)CO)C(=O)c2cc(-c3cncnc3)cnc2O[C@@H]1CN(C)C(=O)Cc1ccccc1 | 0.1
C[C@@H]1CN([C@H](C)CO)C(=O)Cc2cc(NS(C)(=O)=O)ccc2O[C@H]1CN(C)C(=O)NC1CCCCC1 | -1.4
O=C(C[C@@H]1C=C[C@@H](NS(=O)(=O)c2ccccc2)[C@H](CO)O1)NCCN1CCCCC1 | 3.5
C[C@H](CO)N1C[C@H](C)[C@H](CN(C)S(C)(=O)=O)Oc2c(NS(=O)(=O)c3cccs3)cccc2C1=O | -0.1
C[C@@H]1CCCCO[C@H](CN(C)C(=O)Nc2ccc(C(F)(F)F)cc2)[C@@H](C)CN([C@@H](C)CO)C(=O)c2cc(NC(=O)C3CCCCC3)ccc2O1 | -0.5

# 2 entries from above, as tab-separated lines.
Structure	TcdB GH inh
C[C@H](CO)N1C[C@H](C)[C@H](CN(C)S(C)(=O)=O)Oc2c(NS(=O)(=O)c3cccs3)cccc2C1=O	-0.1
C[C@H]1CCCCO[C@@H](CN(C)C(=O)c2ccncc2)[C@@H](C)CN([C@@H](C)CO)C(=O)c2cc(NS(=O)(=O)c3ccccc3)ccc2O1	0.2

# Going on with the list:
SMILES,TcdB GH inh
Cc1ccc(S(=O)(=O)N(C)C[C@H]2Oc3ccc(NC(=O)CCCN(C)C)cc3C(=O)N([C@H](C)CO)C[C@H]2C)cc1,1.2
CCCC#Cc1ccc2c(c1)O[C@@H](CN(C)C)[C@H](C)CN([C@@H](C)CO)S2(=O)=O,-0.2
Cc1ccc(-c2ccc3c(c2)O[C@H](CN(C)Cc2cccc(C(=O)O)c2)[C@H](C)CN([C@@H](C)CO)S3(=O)=O)cc1,-0.4
C[C@H]1CN([C@@H](C)CO)C(=O)c2cc(-c3ccccc3)cnc2O[C@@H]1CN(C)C(=O)c1ccccc1F,0.4
O=C(C[C@@H]1C=C[C@@H](NC(=O)Nc2ccc3c(c2)OCO3)[C@@H](CO)O1)NCc1ccc(Cl)cc1,0.3
O=C(C[C@@H]1CC[C@H](NC(=O)c2ccncc2)[C@H](CO)O1)NCC1CCCCC1,-2.3
COc1cccc(C(=O)Nc2ccc3c(c2)OC[C@@H](C)N(CC2CC2)C[C@@H](C)[C@H](OC)CN(C)C3=O)c1,0.9
C[C@H]1CN([C@@H](C)CO)C(=O)Cc2cc(NC(=O)C3CCCCC3)ccc2O[C@H]1CN(C)Cc1ccc2c(c1)OCO2,0.7
CO[C@@H](CN(C)Cc1ccc2c(c1)OCO2)[C@H](C)CN(C(=O)Nc1ccc(F)cc1)[C@@H](C)CO,0.1
CN1C(=O)c2cc(NC(=O)Cc3cccs3)ccc2OC[C@@H]2O[C@H](CC(=O)NCC3CCCCC3)CC[C@@H]21,0.1
C[C@H]1CN([C@@H](C)CO)C(=O)Cc2cc(NS(=O)(=O)c3cn(C)cn3)ccc2O[C@@H]1CN(C)C(=O)Nc1cccc2ccccc12,-0.5
C[C@@H]1CCCCO[C@H](CN(C)CC2CCCCC2)[C@H](C)CN([C@@H](C)CO)C(=O)c2cc(NC(=O)C3CCCCC3)ccc2O1,0.6
Cc1noc(C)c1NC(=O)N(C)C[C@H]1OCCCC[C@H](C)Oc2ccc(NC(=O)Cc3ccccc3)cc2C(=O)N([C@@H](C)CO)C[C@H]1C,1.4
C[C@@H]1CCCCO[C@H](CN(C)S(=O)(=O)c2cccs2)[C@H](C)CN([C@H](C)CO)C(=O)c2cc(NC(=O)CCCN(C)C)ccc2O1,-0.1
Cc1noc(C)c1S(=O)(=O)Nc1cccc2c1O[C@@H](CN(C)C(=O)Nc1cccc3ccccc13)[C@@H](C)CN([C@H](C)CO)C2=O,0.2
CNC[C@H]1Oc2c(NS(=O)(=O)c3c(C)noc3C)cccc2C(=O)N([C@H](C)CO)C[C@H]1C,-3.5
COc1cccc(-c2cn(CC[C@@H]3CC[C@H](NS(=O)(=O)Cc4ccccc4)[C@H](CO)O3)nn2)c1,1.4
C[C@@H]1CN([C@H](C)CO)C(=O)c2cc(NS(=O)(=O)c3ccc(F)cc3)ccc2O[C@H]1CN(C)Cc1ccncc1,0.4
C[C@@H](NC(=O)C[C@H]1CC[C@H]2[C@@H](COC[C@@H](O)CN2C(=O)Nc2cc(Cl)cc(Cl)c2)O1)c1ccccc1,-1.3
C[C@H](CO)N1C[C@H](C)[C@@H](CN(C)S(=O)(=O)c2ccc(F)cc2)Oc2ccc(NS(C)(=O)=O)cc2CC1=O,-2.0
C/C=C/c1ccc([C@@H]2[C@@H](CO)N3C(=O)CN(Cc4ccccc4)C[C@H]23)cc1,-1.4
CCCN1[C@@H]2c3ccc(-c4cccc(F)c4)c(=O)n3C[C@@H]2[C@@H](CO)[C@@H]1C(=O)N[C@H](C)c1ccccc1,0.6
O=C(C[C@H]1C[C@H]2c3cc(NC(=O)CC4CC4)ccc3O[C@H]2[C@H](CO)O1)NCc1ccccn1,0.3
C[C@H]1CN([C@@H](C)CO)S(=O)(=O)c2ccc(-c3ccccc3)cc2O[C@@H]1CN(C)C(=O)CC1CC1,1.3
C[C@@H]1CN([C@@H](C)CO)C(=O)c2cc(-c3cccc(C(=O)N(C)C)c3)cnc2O[C@H]1CN(C)C(=O)Cc1ccccn1,0.1
CC(C)NC(=O)Nc1ccc2c(c1)CC(=O)N([C@@H](C)CO)C[C@@H](C)[C@H](CN(C)Cc1ccc(Cl)c(Cl)c1)O2,-1.7
CO[C@@H]1CN(C)C(=O)c2cc(NC(C)=O)ccc2OC[C@@H](C)N(C(=O)c2ccccc2F)C[C@@H]1C,0.8
CN1CCN(C(=O)C[C@H]2C[C@@H]3c4cc(NC(=O)CC5CC5)ccc4O[C@@H]3[C@H](CO)O2)CC1,-0.5
C[C@H]1CN([C@@H](C)CO)C(=O)CCCn2cc(nn2)CO[C@H]1CN(C)C(=O)Nc1ccc2c(c1)OCCO2,-13.3
Cc1ccc(S(=O)(=O)Nc2ccc3c(c2)C(=O)N([C@H](C)CO)C[C@H](C)[C@H](CN(C)C(=O)c2ccccc2)OCCCC[C@H](C)O3)cc1,0.4
C[C@H](CO)N1C[C@H](C)[C@@H](CN(C)S(C)(=O)=O)Oc2ncc(C#CC3CCCC3)cc2C1=O,1.3
O=C(CCN1CCCCC1)N[C@H]1CC[C@@H](CCn2cc(-c3ccc(F)cc3)nn2)O[C@@H]1CO,-1.2
C[C@@H]1CN([C@@H](C)CO)C(=O)c2cc(NS(C)(=O)=O)ccc2O[C@H]1CN(C)C(=O)NC1CCCCC1,0.9
CCCN1[C@@H]2Cn3c(ccc(-c4ccccc4)c3=O)[C@H]1[C@@H](C(=O)NCCc1cn(C)cn1)[C@@H]2CO,0.6
Cc1ccccc1-c1cnc2c(c1)C(=O)N([C@H](C)CO)C[C@@H](C)[C@@H](CN(C)C(=O)c1ccncc1)O2,1.1
Cc1noc(C)c1S(=O)(=O)Nc1ccc2c(c1)CC(=O)N([C@@H](C)CO)C[C@H](C)[C@@H](CN(C)S(=O)(=O)c1ccc(F)cc1)O2,1.7
C[C@@H]1CN([C@@H](C)CO)C(=O)c2cccc(NC(=O)c3nc4ccccc4s3)c2O[C@@H]1CN(C)C(=O)Nc1ccc(F)cc1,0.2
CCc1cnc(N2[C@@H](C#N)[C@@H](c3ccc(C#CC(C)C)cc3)[C@@H]2CO)s1,-1.5
C[C@H]1CCCCO[C@H](CN(C)CC2CCCCC2)[C@@H](C)CN([C@@H](C)CO)C(=O)c2cc(NS(C)(=O)=O)ccc2O1,0.6
CCC(=O)N(C)C[C@H]1Oc2ncc(C#CCc3ccccc3)cc2C(=O)N([C@@H](C)CO)C[C@H]1C,0.2
Cc1ccc(S(=O)(=O)N(C)C[C@H]2Oc3c(NS(C)(=O)=O)cccc3C(=O)N([C@@H](C)CO)C[C@@H]2C)cc1,-0.3
COC(=O)C[C@H]1CC[C@H]2[C@H](COc3ccc(NC(=O)Nc4cccc(C)c4)cc3C(=O)N2C)O1,0.9
OC[C@H]1[C@H](c2ccc(-c3ccc(F)cc3)cc2)[C@H]2CN(Cc3cccnc3)CCCCN21,-0.6
Cc1noc(C)c1NC(=O)Nc1cccc2c1O[C@@H](CN(C)Cc1ccc(Oc3ccccc3)cc1)[C@@H](C)CN([C@H](C)CO)C2=O,0.3
Cc1noc(C)c1S(=O)(=O)Nc1ccc2c(c1)CC(=O)N([C@@H](C)CO)C[C@@H](C)[C@H](CN(C)C(=O)Nc1ccccc1)O2,1.0
C[C@H]1CN([C@@H](C)CO)S(=O)(=O)c2ccc(C#CC3CC3)cc2O[C@@H]1CN(C)C(=O)c1cnccn1,0.6
CC(C)NC(=O)N[C@@H]1C=C[C@H](CC(=O)NCCN2CCCC2)O[C@H]1CO,-0.8
COC(=O)[C@H]1[C@H](CO)[C@H]2Cn3c(ccc(/C=C/c4ccccc4)c3=O)[C@@H]1N2C(=O)C1CCC1,1.8
C/C=C/c1ccc([C@H]2[C@H](CO)N3C(=O)CN(S(=O)(=O)c4cccc(F)c4)C[C@@H]23)cc1,-1.1
N#Cc1cccc(-c2ccc(C3[C@H]4CNC[C@@H]3N4Cc3cncnc3)cc2)c1 (some centres undefined),-5.8
CC=Cc1ccc2n(c1=O)C[C@H]1[C@H](CO)[C@@H](C(=O)NC3CCCC3)[C@@H]2N1C(=O)c1cnccn1 (mixture of isomers),0.4
COc1ccc(-c2ccccc2[C@H]2[C@@H](CO)N(C(=O)C3CCCCC3)[C@H]2C#N)cc1,-0.3
COc1ccc(NC(=O)Nc2ccc3c(c2)C(=O)N([C@H](C)CO)C[C@H](C)[C@@H](CN(C)C)OCCCC[C@H](C)O3)cc1,1.3
CC(=O)N1CC(=O)N2[C@H](CO)[C@@H](c3ccc(-c4ccc(C(=O)N(C)C)cc4)cc3)[C@H]2C1,-5.1
C[C@H]1CN([C@@H](C)CO)S(=O)(=O)c2ccc(-c3cncnc3)cc2O[C@@H]1CN(C)Cc1cncnc1,-0.7
CCCC#Cc1ccc(CC[C@H]2O[C@H]3CC[C@H](CO)O[C@H]3C[C@@H]2n2cc(C(C)(C)O)nn2)cc1,-0.2
COc1ccccc1C#Cc1ccc2c(c1)O[C@H](CN(C)Cc1ccncc1)[C@@H](C)CN([C@H](C)CO)S2(=O)=O,-1.3
C[C@@H]1CCCCO[C@@H](CN(C)Cc2ccncc2)[C@@H](C)CN([C@@H](C)CO)C(=O)c2cc(NS(=O)(=O)c3ccc(Cl)cc3)ccc2O1,1.0
N#C[C@@H]1[C@H](c2ccccc2C2=CCCCC2)[C@H](CO)N1S(=O)(=O)c1ccccc1,0.5
C[C@@H]1CN([C@H](C)CO)C(=O)c2cccc(NC(=O)C3CCOCC3)c2O[C@@H]1CN(C)CC1CCCCC1,0.7
COc1ccc(NC(=O)Nc2ccc3c(c2)C(=O)N([C@H](C)CO)C[C@@H](C)[C@H](CN(C)S(=O)(=O)c2ccccc2)O3)cc1,0.7
O=C(C[C@@H]1CC[C@H]2[C@@H](COC[C@H](O)CN2S(=O)(=O)c2ccccc2Cl)O1)NCc1ccccc1Cl,2.1
C[C@H](CO)N1C[C@H](C)[C@@H](CN(C)C(=O)CN(C)C)Oc2cc(-c3cccnc3)ccc2S1(=O)=O,0.4

# Grouped by structure, those above with a thiophene ring, fused or not (3)
SMILES,TcdB GH inh
C[C@H](CO)N1C[C@H](C)[C@H](CN(C)S(C)(=O)=O)Oc2c(NS(=O)(=O)c3cccs3)cccc2C1=O,-0.1
CN1C(=O)c2cc(NC(=O)Cc3cccs3)ccc2OC[C@@H]2O[C@H](CC(=O)NCC3CCCCC3)CC[C@@H]21,0.1
C[C@@H]1CCCCO[C@H](CN(C)S(=O)(=O)c2cccs2)[C@H](C)CN([C@H](C)CO)C(=O)c2cc(NC(=O)CCCN(C)C)ccc2O1,-0.1

# Source: PubChem (Broad Institute)
